High-throughput results from PubChem.
GPR55 LPI antagonism = GPR55 antagonists blocking LPI-driven arrestin recruitment, primary screen, imaging, U2OS, beta-arrestin-GFP, LPI agonist (AID 2013) | 0.13% of 290,000 active | inhibition, % at 10 µM, or IC50 in µM where a hit was titrated | U2OS GPR55 beta-arrestin-GFP translocation imaging, LPI antagonism; higher % means a stronger effect;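 active means spots per cell inhibited over 60%, with over 100 cells counted and total cytoplasm intensity under 500,000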;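 further: U2OS cells stably carrying GPR55 and arrestin-GFP stimulated by 5 µM LPI near EC80; imaged beta-arrestin-GFP aggregate spots per cell after agonist stimulation; plate controls were LPI-stimulated DMSO wells for no effect and DMSO wells without LPI for full effect; some results filed as inactive read as strong as hits; confirmed hits need IC50 under 10 µM and bright autofluorescent wells are also inconclusive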
Rac1 GTP hydrolysis = MgcRacGAP GTPase-activating activity inhibitors, confirmation, biochemical, ADP Hunter fluorescence; MgcRacGAP-stimulated Rac1 GTP hydrolysis, ADP Hunter fluorescence; higher % means a stronger effect; GST-tagged Rac1 F28L mutant substrate; inhibition, % at 30 µM, or IC50 in µM where a hit was titrated; 0.6% of 340,000 active;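 active means first-screen hits whose inhibition reached a set limit at any dose in the follow-up dose series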;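 further: fluorescence reports GDP produced by GAP-driven GTP hydrolysis; strong numbers were not always called active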
GPR35 arrestin U2OS = inhibition of zaprinast-stimulated GPR35 beta-arrestin translocation – imaging, U2OS, beta-arrestin-GFP, zaprinast agonist, primary screen (AID 2058); 0.052% of 290,000 active; inhibition, % at 10 µM; hits with a dose series show IC50 in µM; U2OS GPR35 beta-arrestin-GFP translocation imaging, zaprinast antagonism; higher % means a stronger effect;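 active means inhibition of at least 50% with at least 30 cells and total cytoplasm GFP at most 10,000,000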
Large T inhibition = TAg ATPase/helicase activity blockers – biochemical (AID 1903) | SV40 large T antigen ATPase/helicase inhibition assay; higher % means a stronger effect | one-dose inhibition, % at 20 µM; IC50 in µM for titrated hits | 0.39% of 310,000 active; in the data active means a potency from the dose series; further: strong numbers were not always called active
NS5 inhibitors = Dengue-2 NS5 methyltransferase inhibitors, primary screen, biochemical, confirmation dose response (AID 588689) | 0.3% of 340,000 active | Dengue-2 NS5 methyltransferase capping enzyme assay, biochemical; higher % means a stronger effect | inhibition, % at 25 µM, or IC50 in µM where a hit was titrated; in the data active means a potency from the dose series
RSV CPE inhibition = RSV antiviral activity via CPE protection, HEp-2 cells, primary 10 µM value included (AID 2391). HEp-2 cells, RSV-induced CPE inhibition; higher % means a stronger effect. one-dose CPE inhibition, % at 10 µM; IC50 in µM for titrated hits. 0.13% of 310,000 active; in the data active means a potency from the dose series; further: strong numbers were not always called active
HIV peptide binding = inhibitors of HIV fusion peptide binding, primary screen, biochemical, uHTS, fluorescence dequenching (AID 1986) | one-dose inhibition, % at 20 µM; IC50 in µM for titrated hits | 0.3% of 290,000 active | cell-free peptide binding, fluorescence dequenching, 30 min; higher % means a stronger effect; in the data active means inhibition mostly above about 52%, no sharp cut-off; inactive means mostly below about 76%; further: some results filed as inactive read as strong as hits
PhoP inhibition = PhoP-dependent GFP reporter repression – Salmonella Typhimurium, primary screen (AID 1863) | S. Typhimurium PhoP-regulated promoter GFP reporter, 4 h; higher % means a stronger effect | one-dose inhibition, % at 50 µM; IC50 in µM for titrated hits | 0.16% of 300,000 active;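 active means inhibition over 29.93%, a cutoff 3 SD above the screen mean, later confirmed by dose response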;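 further: 0% = low Mg2+ inducing control and 100% = high Mg2+ repressing control; strong numbers were not always called active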
UTI89 phage lysis = inhibition of K1F phage lysis, E. coli UTI89, bacterial capsule biogenesis inhibitors, alamar blue (AID 488966). E. coli UTI89 K1F phage lysis, alamar blue, 2 h; higher % means a stronger effect. one-dose inhibition, % at 100 µM; IC50 in µM for titrated hits. 0.02% of 340,000 active;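 active means phage lysis inhibition, versus mean bacterial control, above a set limit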;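 further: capsule biogenesis inhibitors block K1F phage lysis so surviving cells raise fluorescence; higher fluorescence means more inhibition of phage lysis; actives were called in the ten point dose series up to 300 µM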
* = called active by the depositor; . = no result given; [ ] = dose if it differs, or a comment.

| SMILES | GPR55 LPI antagonism | Rac1 GTP hydrolysis | GPR35 arrestin U2OS | Large T inhibition | NS5 inhibitors | RSV CPE inhibition | HIV peptide binding | PhoP inhibition | UTI89 phage lysis |
| --- | --- | --- | --- | --- | --- | --- | --- | --- | --- |
| Cc1noc(C)c1C(=O)N1CCc2ccccc2C1 | 12.5% | 2.2% | -7.9% | 8.7% | 0.8% | . | -1.3% | -18.6% | 2.9% |
| CC(=O)N1CCN(C(=O)c2ccc(S(=O)(=O)Nc3ccccc3C)cc2)CC1 | . | 0.0% | . | 3.2% | -5.0% | -0.1% | . | -0.8% | 1.5%[50 µM] |
| O=C(/C=C/c1ccccc1)NNC(=O)c1cccs1 | -5.0% | 5.9% | 8.4% | 0.8% | -7.5% | 9.2% | -0.7% | -4.7% | 0.3% |
| OC(CNCc1ccccc1F)(c1ccc(F)cc1)c1ccc(F)cc1 | 10.5% | 14.4% | -8.7% | 4.8% | -5.3% | 2.7% | 1.2% | -9.2% | 0.2% |
| COc1ccc(-n2c(C)cc(C(=O)CN3C(=O)NC4(CCCc5sccc54)C3=O)c2C)cc1 (configuration not stated) | 3.7% | -27.1% | -9.3% | 10.9% | 23.1% | 8.8% | -1.4% | 3.8% | 0.1% |
| CC(C)(CO)NC(=O)C12CC3CC(CC(Br)(C3)C1)C2 | -4.0% | 17.4% | -1.4% | 6.5% | -3.9% | 0.5% | 0.5% | -9.3% | -0.3% |
| CCOC(=O)[C@@H]1[C@H]2COc3cc(OC)ccc3[C@@H]2N2C(=O)N(c3cccc(F)c3)C(=O)[C@@]12C | 6.5% | 7.0% | 16.5% | 4.5% | -4.4% | -0.3% | 1.5% | 0.0% | 0.9% |
| O=C(COC(=O)c1c(Cl)cccc1Cl)Nc1cccc(S(=O)(=O)NC2=NCCCCC2)c1 | . | 3.3% | . | . | 1.5% | 1.5% | . | . | 0.3%[50 µM] |
| Cc1ccccc1OCCCCc1c(C)n[nH]c1C | 6.9% | 7.9% | -4.8% | 13.1% | -4.8% | 8.8% | 2.2% | 13.1% | 0.3% |
| Cc1ccc(-n2nnnc2SCn2nnc3ccccc3c2=O)cc1 | 2.3% | 17.3% | 0.2% | 6.7% | -2.2% | -1.2% | -0.7% | 6.5% | 0.1% |
| O=C(COC(=O)CNC(=O)C12CC3CC(CC(C3)C1)C2)NC1CCS(=O)(=O)C1 (configuration not stated) | 6.6% | -2.6% | -1.2% | 22.5% | -2.7% | 2.8% | 0.1% | -5.0% | 0.3% |
| Nc1nnc(SC2CCCC2)s1 | 9.7% | 7.5% | 9.4% | 5.6% | -4.8% | 0.3% | 0.2% | 5.9% | 1.7% |

Two compounds picked at random from the list so far, as already listed:
| SMILES | GPR55 LPI antagonism | Rac1 GTP hydrolysis | GPR35 arrestin U2OS | Large T inhibition | NS5 inhibitors | RSV CPE inhibition | HIV peptide binding | PhoP inhibition | UTI89 phage lysis |
| --- | --- | --- | --- | --- | --- | --- | --- | --- | --- |
| Cc1noc(C)c1C(=O)N1CCc2ccccc2C1 | 12.5% | 2.2% | -7.9% | 8.7% | 0.8% | . | -1.3% | -18.6% | 2.9% |
| Cc1ccc(-n2nnnc2SCn2nnc3ccccc3c2=O)cc1 | 2.3% | 17.3% | 0.2% | 6.7% | -2.2% | -1.2% | -0.7% | 6.5% | 0.1% |

Other records.
| SMILES | GPR55 LPI antagonism | Rac1 GTP hydrolysis | GPR35 arrestin U2OS | Large T inhibition | NS5 inhibitors | RSV CPE inhibition | HIV peptide binding | PhoP inhibition | UTI89 phage lysis |
| --- | --- | --- | --- | --- | --- | --- | --- | --- | --- |
| CN(C)CCn1c2c(c(SCC(=O)Nc3nccs3)nc1=O)CCCC2 | . | 0.7% | . | 9.7% | 2.2% | -1.9% | . | 0.6% | 1.1%[50 µM] |
| Cc1noc(C)c1CSCC(=O)Nc1cc(C(F)(F)F)ccc1N1CCOCC1 | . | 8.0% | . | . | 3.3% | -0.7% | . | . | 0.4%[50 µM] |
| O=C(Nc1ccccc1)OCCOc1ccc(Br)cc1 | 7.0% | 5.7% | -8.0% | 2.8% | -4.3% | 2.7% | 2.8% | 2.8% | 1.3% |
| CN(CCc1ccccc1)C1CCCN(S(=O)(=O)CC(F)(F)F)C1 (configuration not stated) | 11.1% | 3.2% | -7.1% | 4.1% | -6.2% | 0.3% | 0.0% | 21.3% | 2.2% |
| CC1(C)CC(=O)C(C=NCCN2CCN(C(=O)CC3CCCC3)CC2)=C(O)C1 | 5.9% | 5.7% | 0.4% | 2.4% | -4.1% | . | 26.5% | 14.8% | -0.4% |
| CN(C)CCCNC(=O)Cc1ccc(Br)cc1 | -0.9% | -2.8% | 15.4% | -0.5% | -0.7% | 0.8% | 3.3% | -1.1% | 0.5% |
| CCC1CCC/C1=N\NC(=O)c1ccccc1C (configuration not stated) | . | -2.0% | . | 9.7% | -10.9% | . | . | . | 0.4% |
| CCOc1ccc(CN(C)C(=O)c2ccc3ccccc3n2)cc1 | 18.0% | 8.7% | -6.5% | 10.0% | 2.5% | 0.8% | 1.0% | -3.9% | 0.3% |
| CSC1=NC2(C)CCCCC2C12C=CC(=O)C=C2 (configuration not stated) | -0.2% | 4.0% | 3.4% | 10.8% | 0.6% | -0.3% | -0.2% | -3.4% | 0.0% |
| Cc1nc(-c2cccc(Cl)c2)n[nH]1 | 8.7% | -1.2% | 10.2% | 8.1% | -6.2% | 1.7% | 1.1% | -4.8% | -1.8% |
| COc1ccccc1NC(=O)CN1C(=O)COc2ccc(S(=O)(=O)N3CCOCC3)cc21 | 4.4% | 7.3% | 9.3% | 1.6% | 6.3% | 0.7% | -1.6% | 5.1% | -0.1% |
| CCN1C(=O)CC(c2ccccc2)CC1=O | . | 2.1% | . | -1.0% | 2.0% | 0.4% | . | -4.7% | 3.6% |

One compound at a time (already shown). Order of values: GPR55 LPI antagonism	Rac1 GTP hydrolysis	GPR35 arrestin U2OS	Large T inhibition	NS5 inhibitors	RSV CPE inhibition	HIV peptide binding	PhoP inhibition	UTI89 phage lysis
CN(C)CCCNC(=O)Cc1ccc(Br)cc1 is listed as -0.9%	-2.8%	15.4%	-0.5%	-0.7%	0.8%	3.3%	-1.1%	0.5%
CC1(C)CC(=O)C(C=NCCN2CCN(C(=O)CC3CCCC3)CC2)=C(O)C1 is listed as 5.9%	5.7%	0.4%	2.4%	-4.1%	.	26.5%	14.8%	-0.4%
CSC1=NC2(C)CCCCC2C12C=CC(=O)C=C2 (configuration not stated) is listed as -0.2%	4.0%	3.4%	10.8%	0.6%	-0.3%	-0.2%	-3.4%	0.0%

Following part
structure | GPR55 LPI antagonism | Rac1 GTP hydrolysis | GPR35 arrestin U2OS | Large T inhibition | NS5 inhibitors | RSV CPE inhibition | HIV peptide binding | PhoP inhibition | UTI89 phage lysis
CCOc1ccc(NC(=O)C(CC)n2nc(C)c3c(C)n(-c4ccccc4)nc3c2=O)cc1 (configuration not stated) | 9.4% | 8.5% | -11.7% | 7.0% | -2.3% | . | 0.9% | -4.1% | 0.7%
O=C(Nc1ccccc1C(=O)N1CCCC1)C1CCN(c2ncccn2)CC1 | 9.0% | 5.0% | 3.3% | 0.7% | -8.0% | -0.3% | 0.4% | -13.6% | 0.0%
Cc1ccc(SC2CC(=O)N(c3ccc4c(c3)OCCO4)C2=O)cc1 (configuration not stated) | 1.4% | 5.4% | -10.1% | 5.8% | -8.8% | -2.1% | 1.4% | -12.8% | -0.7%
O=C1ON=C(c2ccccc2)/C1=C/c1cccnc1 | 2.8% | 3.8% | 2.7% | 1.2% | -8.6% | . | 1.5% | 3.2% | 0.9%
O=C(COC(=O)/C=C/c1ccc([N+](=O)[O-])cc1)NC(c1ccccc1)c1ccccc1 | 2.6% | 9.8% | 2.1% | 3.2% | -2.2% | 0.0% | 0.3% | -10.3% | 3.4%
COc1cc(/C=N/NC(N)=O)ccc1OC(=O)c1ccco1 | -0.5% | 10.5% | -3.0% | 22.9% | -6.1% | 2.8% | 1.3% | -10.2% | -0.6%
CC(C)CN(C(=O)COC(=O)CSc1ccccc1F)c1c(N)n(Cc2ccccc2)c(=O)[nH]c1=O | . | 2.3% | . | 7.6% | 7.2% | -1.2% | . | -3.8% | 0.9%[50 µM]
COCCNC(=O)c1cc(-c2ccc(Cl)c(Cl)c2)on1 | 0.6% | 5.5% | -7.7% | 2.1% | -5.6% | 6.3% | -0.4% | 14.9% | -1.4%
FC(F)Oc1ccc(NC(=S)NC2CCSc3ccccc32)cc1 (configuration not stated) | -11.1% | 5.8% | 11.0% | -1.0% | 1.0% | 13.2% | -0.7% | -1.1% | -0.1%
O=C(O)CN1C(=O)NC2(CCOc3ccccc32)C1=O (configuration not stated) | 0.5% | 4.5% | 9.3% | 23.8% | 3.8% | 0.3% | -1.6% | 0.5% | -0.1%
COc1cccc(NC(=O)C2C3C=CC4(O3)C2C(=O)N(CCCN2CCCCC2)C4C(=O)NC2CCCCC2)c1 (configuration not stated) | -5.2% | 3.6% | 4.6% | 1.2% | 0.0% | 0.8% | -0.8% | 1.6% | -0.1%
CSCCC(NC(=O)c1cccc(S(=O)(=O)N2CCOCC2)c1)C(=O)Nc1ccc(F)cc1 (configuration not stated) | 16.9% | -2.9% | 6.8% | 3.6% | -7.9% | 0.3% | 0.2% | 11.5% | -0.5%[50 µM]
Cc1cccc(C)c1NC(=O)CS(=O)CC(=O)Nc1ccc(F)cc1F (configuration not stated) | 21.9% | 0.8% | -2.3% | 16.9% | -0.8% | 0.4% | -0.3% | 0.3% | 0.4%
CCOC(=O)c1c(C)nc(C)c(C(=O)OCC)c1-c1ccco1 | 9.7% | 17.0% | -6.7% | 8.1% | 6.3% | 2.1% | 1.7% | -8.0% | -1.0%
Cc1ccc(NC(=O)NCCCl)cc1S(=O)(=O)N1CCOCC1 | 8.6% | 2.8% | -7.9% | 19.9% | -10.8% | 0.2% | -1.4% | -14.2% | 0.4%[50 µM]
COC(=O)C1=C(C)N(Cc2ccccc2)C(=NCCc2cccnc2)N[C@H]1c1ccccc1 | 1.08µM* | 11.2% | 0.4% | 6.1% | -12.7% | 3.8% | -0.5% | -0.4% | 0.3%
NS(=O)(=O)c1ccc(CCNS(=O)(=O)c2cccc3nsnc23)cc1 | 2.7% | 2.4% | 1.0% | 5.8% | -3.2% | 0.5% | -0.3% | -5.1% | 1.6%
O=C(CCc1ccc(S(=O)(=O)NC2CCCCC2)cc1)NCc1ccc(Cl)cc1 | 7.9% | 11.8% | -4.8% | 5.8% | -2.8% | 0.4% | 4.6% | 3.5% | 0.4%
Cc1c(C)[n+](=O)c(-c2ccco2)c(C)n1[O-] | 4.3% | 6.0% | -2.1% | 2.3% | -5.6% | 1.3% | -0.4% | -7.9% | 3.9%
COc1ccc(CN(CC(=O)NCc2ccc(F)cc2)C(=O)CCC(=O)Nc2ccccn2)cc1 | 20.6% | 6.3% | 9.5% | 10.3% | -9.1% | 1.1% | 0.5% | -3.4% | 0.1%
